Source: PubChem
K1F lysis inhibition = inhibition of K1F phage lysis, E. coli UTI89, bacterial capsule biogenesis inhibitors, alamar blue (AID 488966) | E. coli UTI89 K1F phage lysis, alamar blue, 2 h; higher % means a stronger effect | one-dose inhibition, % at 100 µM; IC50 in µM for titrated hits | 0.02% of 340,000 active;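 active means phage lysis inhibition, versus mean bacterial control, above a set limit; inconclusive means no clear call, values can overlap the other calls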;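 further: capsule biogenesis inhibitors block K1F phage lysis so surviving cells raise fluorescence; higher fluorescence means more inhibition of phage lysis; actives were called in the ten point dose series up to 300 µM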
RSV antiviral HEp-2 = RSV antiviral activity via CPE protection, HEp-2 cells, primary 10 µM value included (AID 2391); HEp-2 cells, RSV-induced CPE inhibition; higher % means a stronger effect; one-dose CPE inhibition, % at 10 µM; IC50 in µM for titrated hits; 0.13% of 310,000 active; in the data active means a potency from the dose series; inconclusive means CPE inhibition mostly from about 23% at the one dose, without a potency; inactive means the rest, 99 in 100 with CPE inhibition below about 21%; further: strong numbers were not always called active
LYP inhibition = inhibitors of LYP phosphatase, biochemical, fluorescence intensity, uHTS (AID 1779) | recombinant LYP phosphatase, fluorescence intensity; higher % means a stronger effect | inhibition, % at 11.5 µM; hits with a dose series show IC50 in µM | 0.054% of 290,000 active; in the data active means inhibition above about 50%;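 further: plate controls were vehicle with enzyme for no effect and no enzyme for full effect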
Autophagy HCS = modulators of autophagy. MEF GFP-LC3 puncta imaging; test concentration mostly 10 µM. AID 463193. calls only at 10 µM (by protocol). 0.98% of 190,000 active;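 active means percentage of spot-positive cells more than 3 SD above its plate mean, without a fluorescence outlier flag or 80% toxicity; inconclusive means no clear call, values can overlap the other calls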;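 further: spot-positive cell cutoff set from DMSO-treated cells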
AID2073 = disruptors of CaV2.2 binding to Mint1 – biochemical, HTRF (AID 2073). HTRF protein-protein interaction, Mint1-CaV2.2; higher % means a stronger effect. inhibition, % at 20 µM, or IC50 in µM where a hit was titrated. 0.19% of 290,000 active; in the data active means inhibition mostly above about 51%, no sharp cut-off; inconclusive means no clear call, values can overlap the other calls; inactive means mostly below about 53%; further: some results filed as inactive read as strong as hits
GPR35 arrestin U2OS = inhibition of zaprinast-stimulated GPR35 beta-arrestin translocation – imaging, U2OS, beta-arrestin-GFP, zaprinast agonist, primary screen (AID 2058); U2OS GPR35 beta-arrestin-GFP translocation imaging, zaprinast antagonism; higher % means a stronger effect; inhibition, % at 10 µM, or IC50 in µM where a hit was titrated; 0.052% of 290,000 active;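 active means inhibition of at least 50% with at least 30 cells and total cytoplasm GFP at most 10,000,000; inconclusive means under 30 cells or total GFP of 10,000,000 plus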
WT yeast gro inh = growth inhibition of WT yeast, mitochondrial fusion screen; mitochondrial fusion phenotypic screen, WT strain; 2.1% of 190,000 active; inhibition, % at 10 µM; in the data active means inhibition above about 58%; tested in S. cerevisiae
NTR1 agonist = agonists of NTR1, primary screen, imaging, U2OS cells, beta-arrestin-GFP, high content (AID 493036) | P30989 | NTR1-U2OS beta-arrestin-GFP spot imaging, agonist mode | activation, % at 20 µM | 0.17% of 330,000 active;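 active means activation at or above 40% of the spot to cytoplasm intensity ratio, with at least 20 cells analyzed; inconclusive means wells under 20 cells, flagged as cytotoxic or low count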;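 further: 0% = DMSO without peptide and 100% = 100 nM NTR1 peptide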
Target sequence (P30989 whole entry, looked up): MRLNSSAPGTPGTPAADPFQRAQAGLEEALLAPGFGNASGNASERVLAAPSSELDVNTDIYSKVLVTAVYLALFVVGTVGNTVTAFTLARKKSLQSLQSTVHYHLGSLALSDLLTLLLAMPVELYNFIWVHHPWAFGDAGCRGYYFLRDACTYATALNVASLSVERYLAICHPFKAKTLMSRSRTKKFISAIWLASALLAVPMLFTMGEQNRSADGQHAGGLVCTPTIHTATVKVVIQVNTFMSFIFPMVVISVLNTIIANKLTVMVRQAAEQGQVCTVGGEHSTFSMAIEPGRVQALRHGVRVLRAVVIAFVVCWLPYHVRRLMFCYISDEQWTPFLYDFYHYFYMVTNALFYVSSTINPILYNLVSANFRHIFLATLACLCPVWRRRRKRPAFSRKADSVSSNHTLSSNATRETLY
Dengue-2 NS5 capping = Dengue-2 NS5 methyltransferase inhibitors, primary screen, biochemical, confirmation dose response (AID 588689); Dengue-2 NS5 methyltransferase capping enzyme assay, biochemical; higher % means a stronger effect; inhibition, % at 25 µM, or IC50 in µM where a hit was titrated; 0.3% of 340,000 active; in the data active means a potency from the dose series; inconclusive means inhibition above about 29% without an active follow-up result
WT yeast gro inh mutant strain = further read-out of WT yeast gro inh, marked with its call; inhibition, %; mitochondrial fusion phenotypic screen, mutant strain inhibition
Autophagy HCS cell loss 18 h = also measured in Autophagy HCS; calls as there; toxicity, %; measured here: cell loss, nuclei count;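 cell loss after 18 h compound exposure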
NTR1 agonist cell count 20 µM = recorded beside NTR1 agonist, whose call it bears; cell count; measured here: cell count, cytotoxicity flag
* = called active by the depositor; i = inactive; ? = inconclusive; . = no result given; [ ] = another dose, or the depositor's remark. Outcome played no part in choosing rows (roughly 2.6% active in at least one column).

SMILES | K1F lysis inhibition | RSV antiviral HEp-2 | LYP inhibition | Autophagy HCS | Autophagy HCS cell loss 18 h | AID2073 | GPR35 arrestin U2OS | WT yeast gro inh | WT yeast gro inh mutant strain | NTR1 agonist | NTR1 agonist cell count 20 µM | Dengue-2 NS5 capping
COc1cc(NC(=S)Nc2ccc3c(c2)OCCO3)cc(OC)c1OC | 0.5% | 1.5% | -7% | . | . | -44% | -7% | . | . | 1.1 | 52 | 7%
CCN(CC)C(=O)Nc1ccc(Br)cc1 | 0.3% | 0.0% | -5% | i | 17 | -5% | 1% | 9 | 9 | 1.4 | 54 | -5%
CCc1c(C)[nH]c(=S)c(C#N)c1C | -0.3% | 2.4% | -1% | i | -6 | -9% | -4% | 14 | 16 | 0.7 | 53 | -2%
CCCOc1cccc(C2C(C(=O)c3ccco3)=C(O)C(=O)N2CCN(CC)CC)c1 (stereo not given) | -0.6% | 0.9% | -8% | i | 18 | -12% | -20% | 21 | 12 | -0.6 | 95 | -3%
Cc1c(C(=O)N2CCN(c3ccccc3)CC2)sc2ncnc(N3CCC(C)CC3)c12 | . | -0.6% | 0% | i | 24 | 16% | 1% | 9 | 8 | 5.6 | 64 | .
COC(=O)Cn1c(CN2CCN(C(=O)c3ccco3)CC2)nc2c1c(=O)n(C)c(=O)n2C | 0.1% | -0.3% | -6% | . | . | 13% | -10% | . | . | 2.9 | 57 | 3%
COC1CCN(C(=O)C2CCC(=O)N(CCc3cccc(F)c3)C2)CC1 (stereo not given) | 0.4% | 1.2% | -9% | . | . | 3% | 14% | . | . | -0.1 | 48 | -5%
CC(Oc1ccc(Br)cc1)C(=O)NCc1ccccn1 (stereo not given) | -1.8% | 0.2% | -6% | i | -4 | 2% | -19% | -19 | -5 | -0.3 | 73 | -2%
CC1(C)[C@@H](O)CC[C@]2(C)C3C(O)C=C4[C@H]5C[C@@](C)(CO)CC[C@]5(C)CC[C@]4(C)[C@]3(C)CC[C@@H]12 (stereo not given in full) | -0.3% | -3.7% | 0% | . | . | 15% | -38% | . | . | 2.4 | 103 | -8%
CCOc1ccc(NC(=O)c2ccc3c(c2)OCCO3)cc1S(=O)(=O)N(CC)CC | 0.4%[50 µM] | 2.4% | . | . | . | . | . | . | . | -0.2 | 46 | -6%
S=c1[nH]nc(C2CC2c2ccc(Cl)cc2)n1-c1ccc(Cl)cc1 (stereo not given) | -6.3% | 1.8% | -1% | i | -2 | -1% | -5% | 76* | 55* | 1.7 | 47 | -4%
CC1Sc2ccc(S(=O)(=O)CCC(=O)Nc3ccccc3Cl)cc2NC1=O (stereo not given) | 0.1% | . | -9% | . | . | 22% | -9% | . | . | 0.1 | 76 | 1%
COc1ccccc1Nc1nc(-c2ccc([N+](=O)[O-])cc2)nc2ccccc12 | 2.1% | 9.8% | . | i | 19 | . | . | . | . | 5.6 | 59 | -1%
C=CCNC(=O)c1ccccc1S(=O)c1ccccc1C#N (stereo not given) | 0.1% | 0.4% | -2% | i | 8 | -6% | 12% | 9 | -4 | 2.1 | 78 | 3%
O=C(CCNc1cccc(F)c1)c1cccc([N+](=O)[O-])c1 | -0.2% | -1.3% | -7% | i | 13 | -4% | -1% | 9 | 16 | 4.5 | 53 | -9%

Continued; the last 3 above are carried over.
SMILES | K1F lysis inhibition | RSV antiviral HEp-2 | LYP inhibition | Autophagy HCS | Autophagy HCS cell loss 18 h | AID2073 | GPR35 arrestin U2OS | WT yeast gro inh | WT yeast gro inh mutant strain | NTR1 agonist | NTR1 agonist cell count 20 µM | Dengue-2 NS5 capping
COc1ccccc1Nc1nc(-c2ccc([N+](=O)[O-])cc2)nc2ccccc12 | 2.1% | 9.8% | . | i | 19 | . | . | . | . | 5.6 | 59 | -1%
C=CCNC(=O)c1ccccc1S(=O)c1ccccc1C#N (stereo not given) | 0.1% | 0.4% | -2% | i | 8 | -6% | 12% | 9 | -4 | 2.1 | 78 | 3%
O=C(CCNc1cccc(F)c1)c1cccc([N+](=O)[O-])c1 | -0.2% | -1.3% | -7% | i | 13 | -4% | -1% | 9 | 16 | 4.5 | 53 | -9%
Cc1cc(C)c(S(=O)(=O)Nc2ccc(OCC(=O)O)cc2)c(C)c1 | -0.8% | 2.1% | -8% | i | 13 | -10% | 29% | 0 | 4 | 4.5 | 62 | 0%
CCn1c(-c2cccs2)nc2ccccc21 | 1.0% | -0.3% | -7% | i | -1 | 37% | 13% | -4 | 15 | 0.1 | 34 | -6%
C/C(=N\NC(=O)c1cccnc1)c1ccc(OC2OCCOC2Oc2ccc(/C(C)=N/NC(=O)c3cccnc3)cc2)cc1 (stereo not given) | 0.6% | 0.1% | -12% | i | -3 | 6% | 5% | 3 | 2 | -0.9 | 33 | -5%
Cc1cccc(NC(=O)CN(C)S(=O)(=O)c2ccc(Cl)cc2)n1 | 6.9% | 0.2% | -8% | i | 7 | 2% | -6% | 20 | 24 | 0.0 | 50 | -2%
O=C(N/N=C\C=C\c1ccc2c(c1)OCO2)C1COc2ccccc2O1 (stereo not given) | 0.1% | 0.4% | 0% | i | -15 | -7% | 0% | -4 | -2 | -0.1 | 90 | -11%
Cc1ccc(NC(=O)OCc2cncs2)cc1 | 0.0% | 1.5% | -9% | i | 11 | 1% | 0% | -3 | 3 | 0.8 | 47 | -11%
Cc1cc(C(C)(C)C)oc1C(=O)Nc1ccc(CC(=O)O)cc1 | 1.6% | 7.3% | -3% | i | -39 | -1% | 5% | -2 | 1 | -1.8 | 28 | 3%
O=C(CN1CCC(NC(=O)C2CCCCC2)CC1)NCc1ccco1 | -0.6% | -1.4% | 5% | i | -3 | -2% | -13% | -8 | -6 | 4.1 | 47 | -5%
CN(CC(=O)Nc1ccccc1C(F)(F)F)C(=O)CSCc1ccc(Cl)c(Cl)c1 | -0.7%[50 µM] | 19% | . | . | . | . | . | . | . | 5.3 | 45 | -1%
C#CCOC(=O)CCCC(=O)NCCCCCCCC | -1.5% | 1.2% | -7% | i | 9 | -2% | -9% | 8 | 4 | 1.3 | 53 | -17%
CC(=O)c1c(C)[nH]c(C(=O)OCC(=O)Nc2cc(C)on2)c1C | 0.4% | 16% | -11% | i | -22 | 7% | -9% | 3 | 4 | 1.0 | 92 | 2%
CCCCCCCCOc1ccc(C2OC34CCCCC3C(C#N)(C#N)C2(C#N)C(=N)O4)cc1 (stereo not given) | 5.0%[50 µM] | 1.2% | -3% | i | 3 | 1% | 8% | -51 | -11 | 5.2 | 54 | ?
CC(=O)c1cccc(NC(=O)NNC(=O)CCC(=O)Nc2ccc(C)c(C)c2)c1 | 0.9% | 3.4% | -10% | i | 9 | 7% | -5% | 7 | -2 | 0.1 | 36 | 2%
CCCN1CCN(c2ccc(S(N)(=O)=O)cc2[N+](=O)[O-])CC1 | 0.1% | -1.4% | -3% | i | -3 | -11% | 4% | -8 | 6 | 3.5 | 59 | -2%
O=C(NCCc1nnc2ccc(NCc3ccc(F)cc3)nn12)c1ccccc1 | 0.3% | 1.6% | -4% | i | 23 | 5% | -2% | -10 | -1 | -0.8 | 58 | -5%
Cc1ccc(C(=O)Nc2ccc(N3CCOCC3)cc2N2CCOCC2)cc1 | 0.9% | 0.6% | -8% | . | . | 2% | -7% | . | . | -1.6 | 59 | -4%
COC(=O)c1ccc(CSc2nnc(CNC(=O)c3ccccc3F)o2)o1 | 0.7% | 0.9% | -3% | i | 0 | -8% | 2% | -15 | 13 | -0.7 | 68 | -3%
COc1ccc(OC)c(NC(=O)C2CCCN(S(=O)(=O)c3cccc4nsnc34)C2)c1 (stereo not given) | 0.1% | -1.0% | 0% | i | 17 | 4% | 5% | 8 | -5 | -0.9 | 56 | 6%
CCOC(=O)C1(CCc2ccccc2)CCN(Cc2nccn2CC)CC1 | -0.1% | 2.2% | -5% | i | 26 | 4% | 2% | 22 | 24 | 0.3 | 43 | -7%
CC(C)[C@H](NC(=O)N1c2ccccc2NC(=O)[C@@H]1C(C)C)C(=O)N[C@@H](Cc1ccccc1)C(=O)O | ? | 2.4% | -3% | . | . | 10% | 11% | . | . | -1.5 | 90 | 1%
COc1ccc(N2CCN(C(CNC(C)=O)c3ccco3)CC2)cc1 (stereo not given) | 0.3% | 1.9% | -1% | i | -9 | 5% | 3% | -14 | 3 | 3.3 | 48 | 2%
COc1ccc(OCC(=O)Nc2cc(OC)cc(OC)c2)cc1 | 2.1% | 2.1% | -3% | i | 2 | -5% | -16% | 10 | 2 | 0.9 | 45 | 1%
CCCn1c(=O)c(C(=O)N/N=C/c2ccc(F)cc2)c(O)c2ccccc21 | -1.3% | 21% | -7% | . | . | 21% | 4% | . | . | 0.1 | 59 | 4%
CCCN(CCC)S(=O)(=O)c1cc2c3c(c1)CCN3C(=O)CC2 | 0.4% | 0.6% | -14% | . | . | 3% | 2% | . | . | 0.6 | 60 | -2%
O=C1c2ccccc2S(=O)(=O)c2cc(C(=O)N3CCC(O)CC3)ccc21 | -0.4% | 2.9% | . | . | . | . | . | . | . | -0.8 | 87 | -2%
O=C(Nc1ccc(Br)cc1)c1ccc(F)c(S(=O)(=O)NCc2cccs2)c1 | -6.7% | 9.4% | -8% | i | -1 | -1% | 1% | 37 | 10 | 5.2 | 58 | -3%
Cc1ccc(-c2cccc(CN3CCN(C4CCN(C(C)C)CC4)C(CCO)C3)c2)o1 (stereo not given) | 0.4% | -3.4% | -2% | i | 24 | 20% | -7% | 7 | 5 | 1.1 | 34 | -10%
COc1ccc(N(C(=O)c2ccco2)C(C(=O)NC2CCCC2)c2ccncc2)cc1 (stereo not given) | 0.8% | -0.5% | -3% | . | . | 17% | -1% | . | . | -0.1 | 65 | 2%
CCN(C(=O)CN1C(=O)NC(CCSC)C1=O)C1CCS(=O)(=O)C1 (stereo not given) | 0.8%[50 µM] | 1.5% | . | . | . | . | . | . | . | 7.8 | 77 | -4%

Full records, quoted from the list. Order of values: K1F lysis inhibition	RSV antiviral HEp-2	LYP inhibition	Autophagy HCS	Autophagy HCS cell loss 18 h	AID2073	GPR35 arrestin U2OS	WT yeast gro inh	WT yeast gro inh mutant strain	NTR1 agonist	NTR1 agonist cell count 20 µM	Dengue-2 NS5 capping
CCN(C(=O)CN1C(=O)NC(CCSC)C1=O)C1CCS(=O)(=O)C1 (stereo not given) is entered as 0.8%[50 µM]	1.5%	.	.	.	.	.	.	.	7.8	77	-4%
COc1ccc(OCC(=O)Nc2cc(OC)cc(OC)c2)cc1 is entered as 2.1%	2.1%	-3%	i	2	-5%	-16%	10	2	0.9	45	1%
O=C1c2ccccc2S(=O)(=O)c2cc(C(=O)N3CCC(O)CC3)ccc21 is entered as -0.4%	2.9%	.	.	.	.	.	.	.	-0.8	87	-2%
